S2 tox = reduces viability in counter-screen for ATXN expression inhibitors | S2 cells (HEK-293 line with an ATXN2-luciferase reporter) viability, CellTiter-Fluor protease fluorescence, 24 h | Potency, µM (series often up to 56.7 µM), actives largely listed as cytotoxic | AID 651635 | hit rate 0.49% among 400,000; note: potency is the fitted concentration of half-maximal effect; nearly all actives have a fitted effect of over 40% in size
Akt phos inh = Akt phosphorylation inhibition | Neuro2A IGF-stimulated pAkt S473 HTRF, 20 min; stronger effect = lower value | activity change, % for hits at 50 µM | hit rate 0.32% among 360,000; in the data active = activity change below about -80%; inconclusive = mostly about -51% to -80%; note: % is set by controls: 0 for no effect and ±100 for the full control effect
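Neuro2A cells (4,500/well, DMEM with 0.5% FBS) were treated with compound at a single 50 µM final concentration, stimulated with 6 nM IGF for 20 min at 37 °C, and lysed. Phospho-Akt Ser473 was read by HTRF as 665/615 ratio ×10^4.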
A549 tox = A549 cytotoxicity, counter-screen for Nrf2 inhibitors; A549 ARE-Fluc cells, CellTiter-Fluor viability, 18-24 h; Potency, µM (highest dose often 46 µM), without a hit: at the top dose activity change, negative = cytotoxicity, most hits filed as inhibitors; hit rate 0.16% among 390,000; AID 504648; note: potency is the fitted concentration of half-maximal effect; % is set by controls: 0 for no effect and ±100 for the full control effect
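A549 ARE_Fluc cells in 5% FBS OPTI-MEM were exposed to compounds in concentration-response for 18-24 h at 37 deg C. Viability was read by CellTiter-Fluor fluorescence (Ex 405/Em 525) after 30 min, before the luciferase read.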
TGFb inhibitor = inhibitors of TGF-b signaling | HepG2 CAGA-GFP TGF-b/SMAD3 reporter, GFP fluorescence, 18 h; TGF-beta stimulated, 500 pg/mL final | Potency, µM (doses to about 46.1 µM), for inactives: at the top dose activity, negative = inhibition, most hits filed as inhibitors | hit rate 1.2% among 410,000; note: potency is the fitted concentration of half-maximal effect; % is set by controls: 0 for no effect and ±100 for the full control effect; nearly all actives have a fitted effect of over 65% in size
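HEPG2 CAGA-GFP reporter cells (1000/well, DMEM with 1% FBS) received compounds, then recombinant TGF-beta at 500 pg/mL final for 18 hours at 37 degrees C. Per-cell GFP summed per well was normalised to unstimulated and stimulated DMSO controls before curve fitting.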
Nrf2 block = inhibitors of Nrf2 signaling; hit rate 2.1% among 360,000; A549 ARE-Fluc reporter, luciferase luminescence, 18-24 h; Potency, µM (top dose mostly 46 µM), without a hit: at the top dose activity change, negative = inhibition, most hits filed as inhibitors; note: potency is the fitted concentration of half-maximal effect; % is set by controls: 0 for no effect and ±100 for the full control effect; nearly all actives have a fitted effect of over 60% in size
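In this cell-based qHTS, ARE-driven firefly luciferase in A549 cells reports Nrf2 activity; the luminescent signal after BugLite lysis is the measured value, with a prior CellTiter-Fluor read for cell health.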
MmCpn inh = inhibitors of Methanococcus maripaludis chaperonin (MmCpn); purified Mm-Cpn ATPase, ADP Transcreener TR-FRET; Potency, µM (titrated, usually from 76.9 µM), for inactives: top-dose activity, negative = inhibition, actives largely listed as inhibitors; hit rate 0.031% among 330,000; note: potency is the fitted concentration of half-maximal effect; % is set by controls: 0 for no effect and ±100 for the full control effect; nearly all actives have a fitted effect of over 80% in size
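Eu-cryptate anti-ADP/ADP-d2 competition gives a ratio inversely related to ADP. Enzyme at 25 nM was pre-exposed to compound for 10 min, then given 10 uM ATP for 30 min, 37°C throughout.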
CCT chaperon mod = cytosolic chaperonin activity modulation; AID 651819; activity change, % (no concentration beside the values), hits read low; hit rate 0.3% among 360,000; purified chaperonin ATPase assay, HTRF ADP detection, 30 min; in the data active = activity change below about -30%; note: % is set by controls: 0 for no effect and ±100 for the full control effect
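Nucleotide hydrolysis assay: TRiC at 20–40 nM final (set by batch activity) with 10 uM ATP, 30 min at 37 °C, in presence of 76 uM compound. Detection by competitive ADP HTRF, 30 min ambient.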
Nrf2 ARE act = Nrf2 pathway activation; hit rate 0.31% among 410,000; Potency, µM (titrated, usually from 46.1 µM), for inactives: at the highest dose activation, usual class: activators; AREc32 ARE-luciferase reporter (MCF7-derived line), luminescence, 24 h; note: potency is the fitted concentration of half-maximal effect; % of control where 0% means no effect; nearly all actives have a fitted effect of over 65% in size
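AREc32 cells carrying an ARE-driven firefly luciferase reporter were seeded at 1000 cells/well in OPTI-MEM with 5% FBS, then exposed to compound for 24 hr at 37 deg C. Luminescence was read with Steady-Glo after 30 min at RT.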
HepG2 tox = counter-screen for TGF-b inhibitors: cytotoxicity in HepG2 cells | HepG2 CAGA-GFP viability, ATP luminescence, 18 h | hit rate 0.76% among 410,000 | Potency, µM (highest dose often 46.1 µM), inactives show top-dose activity change, negative = cytotoxicity, usual class: cytotoxic; note: potency is the fitted concentration of half-maximal effect; some results filed as inactive show a strong effect at the top dose
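HepG2 CAGA-GFP cells (1000/well, DMEM with 1% FBS) received compound, then TGF-beta at 500 pg/mL final, and were incubated 18 hours at 37 degrees C. Viability was read by CellTiter-Glo luminescence. Media-only wells were set as complete cell-killing and DMSO as no toxicity.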
* marks the source's active call; other numbers are inactive results; i = inactive; ? = inconclusive; . = not tested or not shown. Unless noted, calls come from the whole dose curve; as a rule, active = well fitted curve in the direction sought with a large enough effect; inconclusive = small, poorly fitted or top-dose-only effect, or another doubt; inactive = no such curve, though single readings can be large; an effect the other way counts as inactive or inconclusive.

1: Cc1noc(C)c1NC(=O)N(C)C[C@@H]1Oc2cc(Br)ccc2S(=O)(=O)N([C@@H](C)CO)C[C@H]1C
2: Cc1sc2nc(CSc3nnnn3-c3ccc(Cl)cc3)[nH]c(=O)c2c1C
3: CN(C)c1ccc(CNC(=O)CN2CCSc3ccc(S(=O)(=O)N(C)C)cc32)cc1
4: Cc1ccc(C2NC(=S)NC3=C2C(=O)CCC3)cc1 (centres undefined)
5: O=C(COc1ccccc1C(=O)c1cnn(-c2ccccc2)c1)Nc1ccc2ccccc2c1
6: CC(C)CCNC(=O)C(c1ccco1)N(CCCO)C(=O)Cn1nnc(-c2ccc(F)cc2)n1 (centres undefined)
7: COc1ccc(NC(=O)COc2cccc3c2OC(C)(C)C3)cc1OC
8: Cc1ccc(NC(=O)CN(C)C(=O)COC(=O)c2nc3nccc(C)n3n2)cc1
assay / entry,1,2,3,4,5,6,7,8
S2 tox,i,i,i,i,i,i,i,i
Akt phos inh,i,i,.,i,i,i,i,i
A549 tox,.,-9.5%,0.1%,-3.3%,0.3%,-18.3%,-10.1%,8.0%
TGFb inhibitor,12.0%,26.1%,-25.7%,0.5%,1.3%,6.1%,-13.1%,22.5%
Nrf2 block,.,-25.0%,.,-7.0%,-8.6%,4.2%,18.4µM*,2.3%
MmCpn inh,.,-3.7%,.,1.0%,-0.5%,-2.3%,-0.3%,-4.7%
CCT chaperon mod,-1.0,-1.7,.,-1.5,-6.3,-1.7,-0.7,-3.1
Nrf2 ARE act,-0.3%,5.1%,-0.6%,-0.4%,5.8%,-0.3%,0.9%,2.9%
HepG2 tox,-1.5%,-17.8%,-20.3%,22.9%,-32.7%,-0.6%,-11.3%,-24.1%

9: O=C(CCCCO)CCCCCCCC[C@H]1N[C@H](CO)[C@H](O)[C@@H]1O[C@@H]1O[C@H](CO)[C@@H](O)[C@H](O)[C@H]1O
10: COc1ccc(C2/C(=C(\O)c3ccc4c(c3)OCCO4)C(=O)C(=O)N2CCCN(C)C)c(OC)c1 (centres undefined)
11: CCCC(=O)Nc1ccc(NC(=O)c2ccccc2Cl)nc1
12: CCc1ccccc1N1CC(C(=O)Nc2nccs2)CC1=O (centres undefined)
13: CC(=O)Nc1nonc1NC(=O)CSc1ncn[nH]1
14: COC(=O)c1ccc(CSc2nnc(SCc3ccc(C(=O)OC)o3)s2)o1
15: CC(C)Oc1ccc(CNC(=O)CCn2c(=O)c3cccn3c3ccc(F)cc32)cc1
16: CC(NC(=O)Cn1cc([N+](=O)[O-])cn1)c1ccc(C(C)(C)C)cc1 (centres undefined)
assay / entry,9,10,11,12,13,14,15,16
S2 tox,i,i,i,i,i,i,.,i
Akt phos inh,i,i,i,i,i,i,.,i
A549 tox,10.0%,-12.4%,-9.4%,-5.0%,0.8%,9.8%,-0.7%,3.5%
TGFb inhibitor,2.2%,-10.7%,3.6%,-2.8%,4.0%,-15.2%,?,?
Nrf2 block,2.8%,-4.2%,13.1%,2.5%,1.9%,24.4%,-13.0%,-18.1%
MmCpn inh,1.2%,-1.4%,-0.6%,-0.5%,2.1%,-3.1%,.,.
CCT chaperon mod,-1.1,-1.7,0.1,-0.7,-1.6,-0.1,.,-0.2
Nrf2 ARE act,0.3%,2.9%,-0.8%,-0.1%,-0.4%,16.2%,0.3%,-0.4%
HepG2 tox,1.4%,-15.0%,6.5%,-3.9%,-1.3%,-7.6%,-23.6%,-20.1%

17: COc1cccc(NS(=O)(=O)c2cc3c(cc2C)N(C)CCO3)c1
18: Cc1ccc(NC(=O)[C@H]2O[C@@H]3OC(C)(C)O[C@@H]3[C@H]3OC(C)(C)O[C@H]32)cc1F
19: Cc1ccc(S(=O)(=O)N2CCC(C(=O)NCCc3ccccc3)CC2)cc1
20: COc1ccc(-c2ccc(CN3C(C)C(=O)N(Cc4cn(CCC5OCCO5)nn4)CCS3(=O)=O)cc2)cc1 (centres undefined)
21: CCOC(=O)C1=C(C(=O)OCC)c2ccc(OC)c(OC)c2C1
22: Cc1cccc(C(C)C)c1NC(=O)COC(=O)Cc1ccsc1
23: CNC(=O)NC(=O)CSc1ccc(S(=O)(=O)N2CCOCC2)cn1
24: COc1ccc(-c2cc(C(=O)NC(Cc3cc4ccccc4[nH]3)C(=O)O)c(C)o2)cc1OC (centres undefined)
assay / entry,17,18,19,20,21,22,23,24
S2 tox,i,i,i,.,i,i,i,i
Akt phos inh,i,.,i,i,i,i,i,i
A549 tox,1.8%,1.0%,-0.4%,.,0.8%,-1.5%,0.1%,0.0%
TGFb inhibitor,-6.5%,-16.8%,12.2%,4.8%,11.5%,9.0%,-21.4%,?
Nrf2 block,?,-1.2%,12.3%,.,?,6.8%,-6.0%,23.3%
MmCpn inh,0.8%,.,-1.0%,.,.,-0.8%,-1.4%,0.7%
CCT chaperon mod,1.0,.,-2.4,3.1,1.3,-0.9,0.3,1.8
Nrf2 ARE act,-0.2%,-0.6%,-0.4%,-1.5%,5.4%,0.0%,-0.1%,2.2%
HepG2 tox,-22.8%,-7.0%,-18.5%,-44.1%,-29.5%,5.2%,-10.6%,-11.5%

A second format for some results above.
Each structure is followed by: S2 tox	Akt phos inh	A549 tox	TGFb inhibitor	Nrf2 block	MmCpn inh	CCT chaperon mod	Nrf2 ARE act	HepG2 tox
18. Cc1ccc(NC(=O)[C@H]2O[C@@H]3OC(C)(C)O[C@@H]3[C@H]3OC(C)(C)O[C@H]32)cc1F
  i	.	1.0%	-16.8%	-1.2%	.	.	-0.6%	-7.0%
19. Cc1ccc(S(=O)(=O)N2CCC(C(=O)NCCc3ccccc3)CC2)cc1
  i	i	-0.4%	12.2%	12.3%	-1.0%	-2.4	-0.4%	-18.5%

The listing continues:
25: CC(Oc1ccccc1Cl)C(=O)Nc1ccc(S(=O)(=O)Nc2nccs2)cc1 (centres undefined)
26: CCOC(=O)c1c(NC(=O)C(C)OC(=O)C2=COCCO2)sc2c1CCCC2 (centres undefined)
27: CCCCCCn1nc(C(=O)N(CCCC)c2c(N)n(CCC)c(=O)[nH]c2=O)c2ccccc2c1=O
28: COc1ccc(CNC(=O)N2CCN(S(=O)(=O)c3ccccc3)CC2)cc1
29: CN1CCN(C(c2cccc(C(F)(F)F)c2)c2nnnn2Cc2ccccc2)CC1 (centres undefined)
30: CCN1CCN(CC(=O)Nc2cc3c(cc2C(C)=O)OCO3)CC1
31: COc1ccc(CNC2CCCC2)c(OC)c1OC
32: CC(C)CC(=O)NC(=S)NNC(=O)c1ccc(NC(=O)C2CCCCC2)cc1
assay / entry,25,26,27,28,29,30,31,32
S2 tox,i,i,i,i,i,i,i,i
Akt phos inh,i,i,i,i,i,i,i,i
A549 tox,5.7%,-8.5%,0.3%,4.3%,-1.1%,1.8%,-4.4%,-13.6%
TGFb inhibitor,-11.5%,10.2%,8.1%,5.8%,?,10.5%,2.0%,-13.2%
Nrf2 block,-17.3%,-28.0%,-5.8%,-29.4%,0.1%,2.5%,0.5%,?
MmCpn inh,-0.7%,-4.5%,2.8%,-4.8%,-1.8%,0.8%,-0.3%,-1.6%
CCT chaperon mod,-0.7,1.1,2.1,-4.0,-0.9,1.2,-1.5,-2.3
Nrf2 ARE act,0.2%,-0.8%,-0.2%,-0.5%,1.6%,-0.8%,0.2%,-0.3%
HepG2 tox,-0.5%,4.5%,-29.3%,-19.7%,-35.5%,1.9%,0.3%,31.2%

33: Cc1cccc(NC(=O)C(NS(=O)(=O)c2ccc3c(c2)CCC(=O)N3)c2ccccc2)n1 (centres undefined)
34: CCc1ccc(/C=C/C(=O)c2ccc(N3CCOCC3)cc2)cc1
35: COc1cc(-c2nc(-c3ccccc3)c(-c3cccs3)[nH]2)cc(OC)c1O
36: CCOC(=O)C1=C(C)NC(C)=C(C(=O)OCC)C1c1cc2ccc(C)cc2[nH]c1=O
37: COc1ccccc1OCC(O)CN1CCOCC1 (centres undefined)
38: CC1CCC2(CC1)NC(=O)N(CC(=O)NCc1cccs1)C2=O (centres undefined)
39: Fc1ccc2cc(-c3ccccc3)ncc2c1
assay / entry,33,34,35,36,37,38,39
S2 tox,i,i,?,i,?,i,i
Akt phos inh,i,i,i,i,i,i,i
A549 tox,21.8%,-0.5%,-7.2%,-15.1%,-0.7%,2.3%,6.5%
TGFb inhibitor,-21.6%,-9.3%,?,0.0%,-2.2%,-7.1%,-12.6%
Nrf2 block,.,-1.2%,?,-4.0%,2.9%,-21.5%,22.3%
MmCpn inh,-0.6%,-1.8%,-7.8%,-2.4%,-0.2%,0.7%,-1.4%
CCT chaperon mod,-0.3,-3.0,-0.7,-1.2,1.1,-1.1,-0.6
Nrf2 ARE act,0.2%,14.8%,5.6%,2.6%,-0.5%,0.1%,?
HepG2 tox,2.5%,-25.8%,-67.0%,-7.9%,20.8%,13.6%,-12.4%

By substructure: the compounds so far with a furan ring, fused or not
6: CC(C)CCNC(=O)C(c1ccco1)N(CCCO)C(=O)Cn1nnc(-c2ccc(F)cc2)n1 (centres undefined)
14: COC(=O)c1ccc(CSc2nnc(SCc3ccc(C(=O)OC)o3)s2)o1
24: COc1ccc(-c2cc(C(=O)NC(Cc3cc4ccccc4[nH]3)C(=O)O)c(C)o2)cc1OC (centres undefined)
assay / entry,6,14,24
S2 tox,i,i,i
Akt phos inh,i,i,i
A549 tox,-18.3%,9.8%,0.0%
TGFb inhibitor,6.1%,-15.2%,?
Nrf2 block,4.2%,24.4%,23.3%
MmCpn inh,-2.3%,-3.1%,0.7%
CCT chaperon mod,-1.7,-0.1,1.8
Nrf2 ARE act,-0.3%,16.2%,2.2%
HepG2 tox,-0.6%,-7.6%,-11.5%
